Screening results from PubChem BioAssay.
NR1D1 modulator: modulates human Rev-erb alpha binding to DNA; P20393; Rev-erbα–FITC-DNA binding, fluorescence polarization, 90 min; activity, % at 10 µM; 0.79% of 370,000 active;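 active = activity above about 14%, limit read from the data; passing the limit was not always enough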;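 note: 0% = DMSO wells with 35 nM protein and 100% = DMSO wells with 750 nM protein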
PRMT1 FP inh: PRMT1 (human) inhibition, primary screen. recombinant PRMT1, activity-based probe fluorescence polarization. Q99873. 1.3% of 370,000 active. inhibition, % at 2.79 µM;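 active = inhibition above about 21% made by adding two undisclosed values, limit read from the data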
rCAG binder: molecules binding r(CAG) RNA repeats; r(CAG) RNA repeat, TO-PRO-1 dye displacement fluorescence; inhibition, % at 3 µM; 1.3% of 370,000 active; AID 651821;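 active = inhibition above the plate cutoff, the mean of all test compounds on that plate plus 3 SD, cut at about 35% in these data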;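 note: 0% = DMSO alone and 100% = 100 µM mitoxantrone as full dye displacement; higher means more dye released from RNA so lower well fluorescence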
HTRA1 inh: inhibitors of human serine peptidase HTRA1. Q92743. recombinant HTRA1, FP-rhodamine activity-based probe, fluorescence polarization. inhibition, % at 5.96 µM. 0.5% of 340,000 active. AID 504803; in the data active = inhibition above about 36%;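 note: 0% = enzyme with DMSO and 100% = wells lacking enzyme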
Target sequence (Q92743 whole entry, looked up): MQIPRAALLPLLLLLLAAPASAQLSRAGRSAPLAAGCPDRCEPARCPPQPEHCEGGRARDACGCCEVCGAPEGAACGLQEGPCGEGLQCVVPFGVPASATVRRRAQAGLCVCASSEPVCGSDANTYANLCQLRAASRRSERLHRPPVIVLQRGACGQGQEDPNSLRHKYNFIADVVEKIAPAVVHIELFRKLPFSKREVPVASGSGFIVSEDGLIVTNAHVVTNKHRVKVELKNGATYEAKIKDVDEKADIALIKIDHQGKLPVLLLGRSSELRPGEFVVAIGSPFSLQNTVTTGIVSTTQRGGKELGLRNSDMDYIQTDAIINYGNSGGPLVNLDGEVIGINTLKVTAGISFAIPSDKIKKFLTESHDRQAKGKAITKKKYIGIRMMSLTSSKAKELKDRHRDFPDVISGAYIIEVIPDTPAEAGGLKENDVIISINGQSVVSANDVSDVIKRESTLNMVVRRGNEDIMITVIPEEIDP
LEDGF integ inh: blocks HIV-1 LEDGF/p75-dependent DNA integration; TR-FRET IN-LEDGF/p75 DNA integration, Eu/Cy5; inhibition, % at 3.7 µM; 0.64% of 370,000 active;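 active = inhibition above the screen-wide mean plus 3 SD, cut at about 13% in these data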;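 note: signal is the Cy5 over europium emission ratio at 671 and 618 nm; 0% = plate median of compound wells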
PG9 binder: PG9 antibody binding by small molecule; 0.43% of 360,000 active; inhibition, % at 6.7 µM; TR-FRET gp120-PG9 antibody binding; in the data active = inhibition above about 8.5%
ABHD4 inh: inhibits mouse alpha/beta hydrolase domain 4. 0.54% of 370,000 active. purified mABHD4, FP-Rh probe fluorescence polarization. Q8VD66. inhibition, % at 8.92 µM. AID 720543;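 active = inhibition exceeding the mean over every tested compound plus 3 SD, cut at about 30% in these data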;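 note: 0% = plate median of compound wells and 100% = S159A mutant with DMSO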
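assay system = mABHD4 protein | compound dosing = single nominal dose of 8.92 µM, 0.89% DMSO final | read-out basis = percent inhibition of probe binding, normalized to plate controls | schedule = Enzyme–compound pre-incubation 45 min, then probe 60 min, both 25 °C | detection = fluorescence polarization, excitation 525 nm, emission 598 nm, BODIPY TMR filters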
MBD2 DNA inh: blocks human MBD2 binding to methylated DNA. Q9UBB5. TR-FRET, MBD2 binding to methylated oligonucleotide. inhibition, % at 4.4 µM. 0.31% of 370,000 active; in the data active = inhibition above about 13%
Target sequence (Q9UBB5 whole entry, looked up): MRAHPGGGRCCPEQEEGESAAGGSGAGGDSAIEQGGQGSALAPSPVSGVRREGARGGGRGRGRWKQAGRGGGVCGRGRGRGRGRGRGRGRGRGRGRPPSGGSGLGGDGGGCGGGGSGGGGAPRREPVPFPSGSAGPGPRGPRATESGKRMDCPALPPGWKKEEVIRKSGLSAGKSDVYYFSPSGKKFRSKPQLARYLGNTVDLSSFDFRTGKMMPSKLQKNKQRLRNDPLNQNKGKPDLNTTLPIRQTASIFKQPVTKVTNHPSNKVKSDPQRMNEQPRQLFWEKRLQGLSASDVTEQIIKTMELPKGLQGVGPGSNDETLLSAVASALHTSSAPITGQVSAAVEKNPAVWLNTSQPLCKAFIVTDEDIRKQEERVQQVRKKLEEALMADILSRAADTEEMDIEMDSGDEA
UHRF1 MBD2 ctr: human UHRF1 methylated DNA binding inhibitors | Q96T88 | UHRF1 binding to methylated oligo, TR-FRET | inhibition, % at 4.4 µM | 0.75% of 370,000 active | AID 687016; in the data active = inhibition above about 21%;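 note: UHRF1 SRA domain binding a hemimethylated CpG hairpin DNA probe; 0% = median of test compound wells and 100% = reference inhibitor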
TCR CD3 inh: blocks the human TCR-CD3 interaction | TAMRA-labeled TCR probe fluorescence, biochemical | inhibition, % at 9.4 µM | 0.37% of 360,000 active | AID 651800; in the data active = inhibition above about 19%;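 note: recombinant mutant TCR 2C K166C tagged with TAMRA read by polarization; 0% = receptor in buffer alone and 100% = receptor with positive control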
Active calls of the source: *; . = no result given.

SMILES	NR1D1 modulator	PRMT1 FP inh	rCAG binder	HTRA1 inh	LEDGF integ inh	PG9 binder	ABHD4 inh	MBD2 DNA inh	UHRF1 MBD2 ctr	TCR CD3 inh
Cc1ccccc1CNC(=O)C1CCC(=O)N(Cc2cccc(F)c2)C1 (stereo unspecified)	-1	3	-2	1	-5	0.6	-1	-2	8	-1
O=[N+]([O-])c1ccccc1Nc1c2ccccc2nc2ccccc12	2	-1	9	7	2	-0.9	1	-2	-4	0
COc1cnc(-c2ccccc2)[nH]c1=O	1	0	2	-4	1	-0.6	0	-4	-1	0
CC(=O)Nc1ccc(NC(=O)CSc2nc3c([nH]c4ccccc43)c(=O)n2-c2ccccc2F)cc1	-3	-6	10	-33	4	0.0	-42	-7	-3	6
Cc1c(NC(=O)C(C)Oc2cccc(Cl)c2)c(=O)n(-c2ccccc2)n1C (stereo unspecified)	-3	0	-2	2	3	2.1	-3	3	-1	0
C=CCOCCn1[nH]c2ccccc2c1=O	-2	2	5	9	2	-2.4	-3	4	1	-3
CC(=O)c1ccc(NC(=O)CSc2nc(=O)n(CCN3CCOCC3)c3c2CCC3)cc1	-4	-3	-5	5	3	-1.8	5	3	0	7
O=P(COCCOCCOCCOCP(=O)(c1ccccc1)c1ccccc1)(c1ccccc1)c1ccccc1	1	-1	-11	4	-2	0.1	2	7	2	3
COc1ccc(C(=O)CN2C(=O)COc3ccccc32)cc1	-1	-3	1	-7	-1	-0.4	1	2	-1	6
Cc1cc(C)nc(N2CCCC(C(=O)NCc3ccc4c(c3)OCO4)C2)n1 (stereo unspecified)	1	-4	-6	-6	3	-2.4	2	1	2	4
COc1ccccc1C(=O)C1CCCN(C(=O)c2cn3cc(Cl)ccc3n2)C1 (stereo unspecified)	6	3	-5	2	-2	1.0	3	-6	-1	9
Cc1nnc(NC(=O)CN2CCN(Cc3ccc(F)cc3Cl)CC2)s1	-9	-1	1	2	4	-2.5	-1	0	2	-1

Retrieved by structure from the list above (five):
SMILES	NR1D1 modulator	PRMT1 FP inh	rCAG binder	HTRA1 inh	LEDGF integ inh	PG9 binder	ABHD4 inh	MBD2 DNA inh	UHRF1 MBD2 ctr	TCR CD3 inh
COc1ccccc1C(=O)C1CCCN(C(=O)c2cn3cc(Cl)ccc3n2)C1 (stereo unspecified)	6	3	-5	2	-2	1.0	3	-6	-1	9
Cc1nnc(NC(=O)CN2CCN(Cc3ccc(F)cc3Cl)CC2)s1	-9	-1	1	2	4	-2.5	-1	0	2	-1
Cc1cc(C)nc(N2CCCC(C(=O)NCc3ccc4c(c3)OCO4)C2)n1 (stereo unspecified)	1	-4	-6	-6	3	-2.4	2	1	2	4
CC(=O)Nc1ccc(NC(=O)CSc2nc3c([nH]c4ccccc43)c(=O)n2-c2ccccc2F)cc1	-3	-6	10	-33	4	0.0	-42	-7	-3	6
Cc1c(NC(=O)C(C)Oc2cccc(Cl)c2)c(=O)n(-c2ccccc2)n1C (stereo unspecified)	-3	0	-2	2	3	2.1	-3	3	-1	0

Going on with the list:
SMILES	NR1D1 modulator	PRMT1 FP inh	rCAG binder	HTRA1 inh	LEDGF integ inh	PG9 binder	ABHD4 inh	MBD2 DNA inh	UHRF1 MBD2 ctr	TCR CD3 inh
O=C(Nc1cc(C(F)(F)F)ccc1N1CCCC1)C1CC(=O)N(Cc2ccccc2)C1 (stereo unspecified)	1	1	1	-3	3	-1.9	0	-1	1	6
CCN(CC)c1nc(N2CCN(C)CC2)nc2ccccc12	4	4	-3	6	-7	1.5	4	3	3	-4
S=C(NCCNC(=S)Nc1ccccc1Cl)Nc1ccccc1Cl	3	-5	1	-6	-1	0.5	-9	-7	-1	8
COC(=O)C(C)NC(=O)c1ccc(C(C)(C)C)cc1 (stereo unspecified)	-1	-2	0	2	-1	-3.0	-3	-1	-1	1
COc1ccc(CN2[C@@H](CC(=O)O)c3ccc(C(F)(F)F)cc3S2(=O)=O)cc1	2	3	2	.	-2	-1.4	1	-3	0	5
COc1ccc(C(=O)NCCNc2ncc(C(F)(F)F)cc2Cl)cc1[N+](=O)[O-]	-4	-2	-1	-20	-1	-0.3	-12	2	-3	2
CC(=O)Nc1ccc(NC(=O)CSc2nnc(-c3cccnc3)o2)cc1	-5	-2	2	-2	0	-0.1	-2	1	1	0
O=C(Nc1cc(Cl)ccc1-n1cncn1)c1cc(S(=O)(=O)N2CCOCC2)ccc1F	-1	-8	-5	4	4	-1.7	-1	0	0	3
C=CCn1c(CNC(=O)CCC)nc2ccccc21	0	-2	-2	3	2	-0.2	2	6	2	0
Cc1ccc(C2=NN(CCC(=O)NCCCN3CCOCC3)C(=O)CC2)cc1	1	1	-1	-3	-4	-0.7	0	4	3	-6
CCN1CCN(S(=O)(=O)c2cc(C(=O)O)ccc2Cl)CC1	3	-3	2	4	1	0.2	3	-4	0	-2
COC(=O)c1ccccc1NS(=O)(=O)c1cn(C)c(=O)n(C)c1=O	9	1	1	4	-3	-2.1	4	10	-1	9
O=C(COc1ccc(Cl)cc1Cl)NN1C(=O)C2C3C=CC([C@@H]2C1=O)C31CC1 (stereo partly specified)	-5	11	0	-7	-2	1.4	-19	10	6	-2
CCN(CC(=O)Nc1ccc2c(c1)OCCO2)C(=O)/C=C/c1cc(Br)ccc1OC	12	1	5	-12	3	-1.1	1	-1	-1	6
CCCCN(CCCC)S(=O)(=O)c1ccc(NC(=O)Cc2cccs2)cc1	4	2	20	-79	-3	0.4	-54	8	1	-2
O=[N+]([O-])c1ccc(Cl)cc1P(=O)(O)c1cc(Cl)ccc1[N+](=O)[O-]	-3	0	3	0	-3	-1.5	4	1	-3	3
Cc1ccc(NC(=O)c2ccco2)cc1C	-1	5	-2	-2	3	1.3	-4	6	3	-11
COc1ccc(NC(=O)N(Cc2ccc3c(c2)OCO3)C2CC(=O)N(c3ccc(OC)cc3)C2=O)cc1 (stereo unspecified)	1	1	3	-1	-2	-0.2	1	6	15	-2
Cc1nc(NC(=O)c2ccco2)sc1-c1csc(Nc2ccc(Cl)cc2)n1	-4	0	31	22	2	-3.1	6	-7	-3	-2
CCCC(=O)NC(c1ccc(OC)cc1)c1c(O)ccc2ccccc12 (stereo unspecified)	4	0	-1	-28	-1	0.2	-11	5	-1	1
CCOc1ccc(C(=O)NC(C(=O)NCc2ccccn2)C(C)C)cc1 (stereo unspecified)	2	-3	-8	4	1	-2.1	7	-3	-1	-3
CCCCSc1nc(C)cc(C)c1S(=O)(=O)c1ccccc1C	1	0	0	-19	2	-0.4	-3	3	3	0
COc1ccccc1Cn1c(=S)[nH]c2cc(C(=O)NCCCN3CCOCC3)ccc2c1=O	5	9	6	4	1	-0.6	-25	8	20	-3
Cc1c(CCO)c(=O)n(C)n1C(=O)c1ccc(Cl)cc1	-2	2	-3	7	0	1.9	4	6	2	1
O=C(NNc1c2ccccc2nc2ccccc12)C(O)c1ccccc1 (stereo unspecified)	0	7	2	-14	-6	-12	-1	-1	14	2
Cc1cccc(NCC(=O)N/N=C\c2cccn2C)c1	6	-1	5	4	4	-2.5	2	3	-1	1
Cc1ccccc1NC(=O)CSc1nnc(-c2ccoc2C)n1CCc1ccccc1	-5	1	-3	-9	-1	-1.3	-4	-3	1	3
COC(=O)c1ccc(NC(=O)CSCc2ccc(C)cc2)cc1	-1	-3	-5	-6	2	-1.5	-3	-4	-1	-6
COc1ccc(-c2nn(-c3ccccc3)cc2CNC(C)Cn2cncn2)c(F)c1 (stereo unspecified)	-7	0	-5	-8	2	0.2	-4	0	1	1
CCOC(=O)CNC(=O)c1cn(C)c(=O)c2cc(OC)c(OC)cc12	-7	1	-2	3	0	-0.9	-7	0	3	1
O=C(NCc1ccccn1)[C@@H]1CCCN1C(=O)[C@@H]1CCCN1C(=O)c1ccc(Cl)cc1	-1	4	-1	.	0	0.5	3	4	1	-13
CCCC(c1nnnn1CS(=O)(=O)c1ccc(C)cc1)N1CCC(C(N)=O)CC1 (stereo unspecified)	0	-5	2	1	3	-0.6	-6	-1	2	-1
O=C(NCc1nnnn1-c1ccc(F)c(F)c1)c1cc2ccccc2o1	-3	5	-3	1	-5	-0.9	4	3	3	-12
COc1ccc(NC(=S)Nc2ccccn2)cc1	-2	0	3	-2	4	-1.6	-3	1	-1	8
O=C(Nc1nc(-c2ccncc2)cs1)c1ccc(F)cc1	1	-1	-1	-1	2	3.2	2	4	-3	10
O=C(NCc1ccco1)c1ccc(Cl)s1	0	1	-1	-10	-1	0.0	-4	-3	-1	2
CCOc1nc2cnccc2n(CC(=O)Nc2ccccc2C(=O)OC)c1=O	7	2	-2	0	-6	1.0	4	3	1	-2
COc1cc(CNc2ncnc3c2ncn3[C@H]2CN(Cc3cccs3)C[C@@H](CO)O2)cc(OC)c1OC	-7	-3	1	.	-2	0.3	-7	1	1	2
COc1ccccc1C(=O)Nc1ccnn1C1CCN(C(=O)C2CCOC2)CC1 (stereo unspecified)	-7	3	1	2	2	-1.7	8	-4	-3	0
Nc1ccc(C(=O)OCC(=O)NC2CCCc3ccccc32)cc1[N+](=O)[O-] (stereo unspecified)	-3	-1	4	-3	4	1.1	-10	0	1	-5
O=C(CCCOc1ccc(Cl)cc1)NCCc1ccccc1	1	4	-7	-4	-2	0.8	0	2	1	-3
COc1ccc2nc(SC)cc(C)c2c1	2	-1	-1	10	4	-0.4	4	1	2	-4
COc1ccc(/C=C/C(=O)Nc2ccccc2C(=O)N2CCCC2)cc1	5	1	-4	-1	-2	0.2	1	1	0	3
Cc1cc(NC(=O)Nc2ccc(F)c(Cl)c2)no1	0	1	6	-24	-1	1.6	-5	-2	0	6
COc1ccccc1-c1csc(NC(=O)c2cc(-c3cccs3)nc3ccccc23)n1	4	1	16	-18	-5	0.5	-15	-1	2	-1
CC(C)Nc1nc(NC(C)C)nc(N(C#N)CCOc2ccc(Cl)cc2Cl)n1	-5	2	0	-60	-3	-0.9	-30	6	5	1
CN(CCOc1ccccc1)S(=O)(=O)c1ccc2oc3ccccc3c2c1	9	2	6	-29	3	0.4	-20	9	8	-5
Cc1[nH]c2ccc(C(=O)N3CCN(c4ccc(F)cc4)CC3)cc2c1C	0	-1	0	1	1	-1.6	-4	-7	-3	-2
CC(=NCCCNC1CCCCC1)C1=C(O)CC(C)(C)CC1=O	-8	-2	-1	0	0	0.5	-7	1	3	1
CCc1ccccc1N(C(=O)c1cccs1)C1C=CS(=O)(=O)C1 (stereo unspecified)	3	-2	-5	-4	0	-0.3	8	3	3	0
CCN1C(=O)c2cccc3c(S(=O)(=O)NC(Cc4ccccc4)C(=O)O)ccc1c23 (stereo unspecified)	6	1	2	12	2	1.6	-4	-7	-3	7
Cc1noc(C)c1COc1cccc(C(=O)NCc2cccc(Cl)c2)c1	2	0	-4	-16	3	0.0	-2	2	5	-5
O=c1c2ccccc2nc2ccccn12	3	-3	0	4	1	1.0	1	-6	-4	5
COc1ccccc1C(=O)NC(=O)CSc1nc2nc(C)cc(C)n2n1	-3	0	0	3	0	0.2	4	-7	9	1
N#C/C(=C/c1ccccc1)C(=O)NCc1ccccc1	-4	-5	2	-6	13	-2.6	-4	0	-1	0
CCOc1ccc(CCNC(=O)Cn2nc(C)c3c(C)n(-c4ccccc4)nc3c2=O)cc1	-6	-1	6	-6	-5	1.1	-2	-1	-2	-2
Cc1cccc(C(=O)OCC(=O)Nc2sc3c(c2C#N)CCC3)c1	0	2	0	-3	-2	-1.1	2	2	0	0
CCOc1ccc(/C(CCC(=O)O)=N/NC(=S)NC(C)C)cc1	-2	2	5	-5	-2	-0.6	1	2	-2	0
O=C(O)CSc1ncn[nH]1	1	3	-1	-2	3	1.2	6	13*	15	1

Some of the compounds tested; rates above refer to the full screens.
